PREPL inh: PREPL enzyme inhibitors, primary screen, biochemical, fluorescence polarization. Prolyl endopeptidase-like (Homo sapiens), Q4J6C6. recombinant PREPL, fluorescence polarization activity-based probe. inhibition, % at 5.96 µM. hit rate 0.68% among 320,000. AID 2751, 2010; in the data active = inhibition above about 43%;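 note: 0% = enzyme with DMSO and 100% = wells lacking enzyme; many of its hits are not listed in these tables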
GSTO1 counter: inhibitors of recombinant GSTO1, primary screen, counter-screen for RBBP9 inhibitor project, biochemical, fluorescence polarization. activity-based probe fluorescence polarization. AID 1974, 2009. Glutathione S-transferase omega-1 (Homo sapiens), P78417. inhibition, % at 5.96 µM. hit rate 1.1% among 300,000;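 active = inhibition above the campaign mean inhibition plus 3 SD, cut at about 35% in these data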;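 note: 0% = GSTO1-1 with DMSO and 100% = wells lacking GSTO1-1 enzyme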
LYPLA1 inh: LYPLA1 inhibitors, primary screen, counter-screen for PME1 inhibitor project, biochemical, fluorescence polarization, FP-Rh probe ABPP; Acyl-protein thioesterase 1 (Homo sapiens), O75608; recombinant LYPLA1; inhibition, % at 5.9 µM; hit rate 0.16% among 320,000; AID 2174, 2009;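 active = inhibition above the mean of all tested compounds plus 3 SD, set per campaign, cut at about 14% in these data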;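 note: inhibitors block serine hydrolase probe labeling of LYPLA1 so polarization falls; 0% = enzyme with DMSO and 100% = wells lacking LYPLA1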
Target sequence (O75608 whole entry, looked up): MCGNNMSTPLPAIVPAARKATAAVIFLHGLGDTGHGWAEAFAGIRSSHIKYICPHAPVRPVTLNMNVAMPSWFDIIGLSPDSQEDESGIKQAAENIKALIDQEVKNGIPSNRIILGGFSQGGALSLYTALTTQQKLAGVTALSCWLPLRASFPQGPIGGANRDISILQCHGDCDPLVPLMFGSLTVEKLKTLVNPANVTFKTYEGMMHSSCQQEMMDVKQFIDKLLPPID
PAD4 inh: human PAD4 inhibitors, primary screen, biochemical, fluorescence polarization, 1536-well format. Protein-arginine deiminase type-4 (Homo sapiens), Q9UM07. recombinant PAD4, RCA probe fluorescence polarization. inhibition, % at 6.36 µM. hit rate 0.41% among 330,000;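 active = percent inhibition above a cutoff equal to the mean of all tested compounds plus 3 SD, cut at about 15% in these data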;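 note: 0% = PAD4 with RCA probe and DMSO and 100% = probe without PAD4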
Target sequence (Q9UM07 whole entry, looked up): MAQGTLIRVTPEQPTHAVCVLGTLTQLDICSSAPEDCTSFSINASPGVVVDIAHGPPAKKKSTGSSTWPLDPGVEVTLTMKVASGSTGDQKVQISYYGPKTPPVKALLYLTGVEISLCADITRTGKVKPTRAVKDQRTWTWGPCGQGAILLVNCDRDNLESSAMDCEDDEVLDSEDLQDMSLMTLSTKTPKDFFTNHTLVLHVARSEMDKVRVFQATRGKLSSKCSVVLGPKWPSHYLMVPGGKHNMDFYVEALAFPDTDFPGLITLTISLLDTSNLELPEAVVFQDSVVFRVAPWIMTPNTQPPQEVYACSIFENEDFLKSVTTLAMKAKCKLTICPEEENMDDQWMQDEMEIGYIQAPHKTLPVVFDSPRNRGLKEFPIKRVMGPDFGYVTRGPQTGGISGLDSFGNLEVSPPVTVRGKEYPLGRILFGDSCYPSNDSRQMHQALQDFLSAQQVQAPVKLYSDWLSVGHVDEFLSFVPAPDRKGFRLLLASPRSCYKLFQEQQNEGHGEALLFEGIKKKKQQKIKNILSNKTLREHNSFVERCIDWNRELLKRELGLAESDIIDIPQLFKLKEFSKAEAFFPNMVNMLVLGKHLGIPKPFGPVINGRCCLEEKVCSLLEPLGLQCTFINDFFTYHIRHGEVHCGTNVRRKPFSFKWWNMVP
PAFAH1B3 FP inh: PAFAH1B3 enzyme inhibitors, primary screen, biochemical, fluorescence polarization, human; recombinant PAFAH1B3, FP-rhodamine probe; inhibition, % at 3.39 µM; hit rate 0.28% among 340,000;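 active = inhibition above the screen-wide average of all tested compounds plus 3 SD, cut at about 25% in these data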;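 note: 0% = enzyme with DMSO only and 100% = wells lacking PAFAH1B3 protein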
Target sequence (Q15102 whole entry, looked up): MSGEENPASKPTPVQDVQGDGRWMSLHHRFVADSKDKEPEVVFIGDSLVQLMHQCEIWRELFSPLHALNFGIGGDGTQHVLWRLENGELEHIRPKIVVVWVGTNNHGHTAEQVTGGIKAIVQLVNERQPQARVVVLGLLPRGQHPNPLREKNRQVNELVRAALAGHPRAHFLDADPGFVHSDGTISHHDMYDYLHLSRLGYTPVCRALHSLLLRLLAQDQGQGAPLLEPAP
LYPLA2 counter: LYPLA2 inhibitors, primary screen, counter-screen for PME1 inhibitor project, biochemical, fluorescence polarization, FP-Rh probe ABPP; recombinant LYPLA2; inhibition, % at 5.9 µM; hit rate 0.38% among 320,000;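 active = inhibition above the screen-wide mean plus 3 SD, limit set per campaign, cut at about 26% in these data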;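 note: 0% = LYPLA2 with DMSO and 100% = wells lacking LYPLA2 enzyme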
PAFAH1B2 inh: PAFAH1B2 enzyme inhibitors, primary screen, biochemical, fluorescence polarization, human. recombinant PAFAH1B2, FP-rhodamine activity probe. Platelet-activating factor acetylhydrolase IB subunit alpha2 (Homo sapiens), P68402. inhibition, % at 3.39 µM. hit rate 1.2% among 340,000;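 active = inhibition above the mean of all tested compounds plus 3 SD, cut at about 24% in these data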;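 note: 0% = enzyme with DMSO and 100% = wells lacking PAFAH1B2; many of its hits are not listed in these tables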
pPAFAH inh: pPAFAH enzyme inhibitors, primary screen, biochemical, fluorescence polarization, human; AID 463082, 2010; inhibition, % at 3.39 µM; recombinant pPAFAH, FP-rhodamine probe fluorescence polarization; Platelet-activating factor acetylhydrolase (Homo sapiens), Q13093; hit rate 1.5% among 330,000;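 active = inhibition above the mean inhibition across the screen plus 3 SD, cut at about 25% in these data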;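 note: inhibitors block binding of the rhodamine activity-based probe so polarization drops; 0% = enzyme with DMSO and 100% = wells lacking pPAFAH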
PAFAH2 FP inh: PAFAH2 enzyme inhibitors, primary screen, biochemical, fluorescence polarization, human | Platelet-activating factor acetylhydrolase 2, cytoplasmic (Homo sapiens), Q99487 | recombinant PAFAH2, FP-rhodamine activity probe | inhibition, % at 3.39 µM | hit rate 0.99% among 340,000;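 active = inhibition above the mean over all tested compounds plus 3 SD, cut at about 30% in these data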;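 note: inhibitors block probe labeling of enzyme so polarization drops; 0% = enzyme with DMSO and 100% = wells lacking PAFAH2 protein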
Active calls of the source: *; nt = not tested or not shown. Some of the compounds tested. The share of hits here may be higher or lower than overall.

Fields – PREPL inh	GSTO1 counter	LYPLA1 inh	PAD4 inh	PAFAH1B3 FP inh	LYPLA2 counter	PAFAH1B2 inh	pPAFAH inh	PAFAH2 FP inh
1: C=CCn1c(SCC(=O)Nc2ccc(OC)cc2)nnc1-c1cnccn1
  11	-2	0	-2	3	-2	-1	3	-3
2: O=C(OCC#CCSc1nc2ccccc2o1)c1ccco1
  1	14	0	-3	5	0	4	4	1
3: CCCCn1c(CCCNC(=O)CC)nc2ccccc21
  -8	4	1	1	7	1	3	2	1
4: COc1cccc(NC(=O)Cn2c(SCC(=O)N3CCOCC3)nc3ccccc32)c1
  1	0	-3	2	-1	-2	-4	-2	7
5: O=C(CN1CCc2ccccc21)NCc1ccc2c(c1)OCO2
  11	1	0	-4	0	6	6	-2	-2
6: O=C(NCc1cccnc1)C(=O)Nc1nccs1
  12	-2	0	-2	nt	-4	nt	-3	nt
7: O=C(NCc1cccnc1)C1c2ccccc2C(=O)N1C1CCCCCCC1 (configuration not stated)
  -1	-2	-1	4	2	-3	0	-1	-2
8: CC(=O)Nc1ccc(Nc2cc(C)c3ccccc3n2)cc1
  -5	-3	-2	-5	18	-2	1	8	6
9: COc1ccc(Cl)cc1-c1nc(SCC(=O)NC(C)(C)C)n[nH]1
  1	0	4	-4	0	4	2	5	0
10: Cc1ccc(F)cc1NC(=O)CCNC(=O)c1ccc([N+](=O)[O-])cc1
  -2	4	2	0	-2	3	3	3	-7
11: CCN(CC(=O)Nc1ccccc1C(F)(F)F)C(=O)CCS(=O)(=O)c1ccc(C)cc1
  35	1	0	-1	-6	-3	9	1	8
12: COc1ccc(CNC(=O)C[C@H]2C[C@H](C(=O)N3CCCCC3)[C@@]3(CCc4ccccc4)c4[nH]c5ccc(Cl)cc5c4CCN3C2=O)cc1OC
  nt	nt	nt	0	7	nt	1	2	-10
13: CCCn1nc(C(=O)NC2CCCc3ccccc32)c2ccccc2c1=O (configuration not stated)
  -3	2	-8	3	9	-3	2	0	5
14: O=C(NCc1ccc(Cl)cc1)C1CCN(S(=O)(=O)c2cccnc2)CC1
  9	-4	-4	-3	-8	3	1	3	-4
15: Cc1ccc(S(=O)(=O)N2CCCCC2)cc1NC(=O)COC(=O)c1ccc2c(c1)OCO2
  8	1	-3	-2	3	2	4	10	15
16: BrC(=C\c1ccccc1)/C=N/N1CCN(c2ccccn2)CC1
  1	1	6	-4	-5	15	4	-3	-5
17: Cc1sc2ncn(CC(=O)N3CCN(c4ccccc4)CC3)c(=O)c2c1S(=O)(=O)N1CCOCC1
  13	2	-2	-1	-2	2	-7	9	0
18: CCCCCCCN1CCN=C1N(C)C
  13	7	2	2	4	2	10	2	-6
19: O=C(COc1ccccc1[N+](=O)[O-])N/N=C/c1ccncc1
  2	0	6	-5	-1	6	1	5	2
20: CCc1ccc2c(c1)c1nc(C)sc1n2CC
  12	8	2	-7	2	7	2	11	2
21: O=C(NCC(=O)N1CCC2(CC1)NCCc1[nH]cnc12)c1cccc(Cl)c1
  0	-2	1	-50	13	-3	7	5	8
22: CCc1ccc(N=CC23c4ccccc4C(c4ccccc42)C2C(=O)N(c4ccc(OC)cc4)C(=O)C23)cc1 (configuration not stated)
  -2	0	-1	-2	1	3	-1	-1	0
23: O=C(NCc1cccnc1)c1cc(S(=O)(=O)N2CCCCC2)ccc1Cl
  10	5	-2	2	12	-7	10	6	7
24: Cc1ccc(CC(=O)Nc2ccc(S(=O)(=O)Nc3nccc(C)n3)cc2)cc1
  -2	3	-4	3	9	-7	3	11	-5
25: O=C(NCCN1CCOCC1)c1ccc2c(c1)N(Cc1cccc(F)c1)C(=O)c1ccccc1S2
  -13	-9	-2	0	3	2	-3	11	-1
26: CN(C)C(CNC(=O)c1cccc(C(F)(F)F)c1)c1ccco1 (configuration not stated)
  2	5	3	-2	2	7	-7	6	-4
27: CC1CN(C(=S)Nc2ccccc2)CC(C)O1 (configuration not stated)
  -7	2	2	0	6	6	1	8	-1
28: CCC(C)C(NC(=O)[C@@H](NC(=O)c1ccccc1F)C(C)C)C(=O)OC (some centres not stated)
  29	2	-2	2	6	-2	2	1	9
29: Nn1c(SCC(=O)Nc2ccccc2F)nnc1-c1cccs1
  -6	-2	0	-4	1	-1	3	3	-1
30: O=C(CCS(=O)(=O)c1cccs1)Nc1ccc(C(=O)NC2CCCC2)cc1
  -4	2	-2	-5	-6	1	2	-2	-2
31: CC1=NN(C(=O)Cn2ccc([N+](=O)[O-])n2)C(O)(C(F)(F)F)C1 (configuration not stated)
  4	-3	4	3	-2	-4	6	-4	-5
32: CC(C)c1ccccc1-n1c(SCC(=O)N2CCN(c3ccccc3)CC2)nnc1-c1cccnc1
  37	-1	-3	-3	-2	2	-1	8	3
33: CN(C)CCCOc1cccc(Cl)c1
  -7	3	2	1	-3	2	2	2	-10
34: O=C(O)CCc1nn2c3ccccc3n(CCN3CCCCC3)c2nc1=O
  9	-4	-1	-2	7	2	-1	5	-11
35: COc1ccc(N2CCN(c3nc4cc(C)ccc4cc3C=O)CC2)cc1
  25	4	1	-3	21	-1	-1	8	-4
36: CCOc1ccc(NC(=O)C(C)Sc2nnc(C)n2C)cc1 (configuration not stated)
  7	4	5	3	5	0	0	0	7
37: COc1ccccc1C(=O)NCCN1CCN(C(=O)c2ccccc2OC)CC1
  2	-1	6	6	8	3	-4	2	-6
38: O=C(NCC1CCCO1)c1csc(Nc2cccc3ccccc23)n1 (configuration not stated)
  32	-1	5	-2	9	4	2	8	8
39: COc1c(Cl)ccc(Cl)c1C(=O)NC(=O)N1CCOCC1
  1	6	0	-1	4	0	3	0	4
40: O=C(NC(=S)Nc1ccccc1N1CCCCC1)c1ccc(-c2cccc([N+](=O)[O-])c2)o1
  8	-2	-3	-3	0	-1	0	4	-6
41: Cc1ccc(OC(=O)c2cccc(S(=O)(=O)N3CCCC3)c2)c(-n2nc3ccccc3n2)c1
  -1	3	-3	-1	7	-1	2	5	-2
42: Cc1ccc(NC(=O)Nc2ccc(Cl)cc2)c(Br)c1
  5	4	-6	0	12	-6	7	0	3
43: CCN(CC(=O)Nc1cc(Cl)ccc1C)C(=O)c1ccc(N2CCCC2=O)cc1
  6	nt	-1	4	6	-1	5	-1	5
44: CN(C)C(=O)CSc1nnc(-c2ccc(S(=O)(=O)N3CCCC3)cc2)n1C
  7	5	2	-3	0	-1	2	-1	0
45: O=C(CNC(=O)c1ccc(Br)o1)NNC(=O)c1ccc(Br)cc1
  14	nt	-4	-4	5	0	2	-6	4
46: COc1cc(/C=C2/NC(=O)N(CC(=O)Nc3ccc(C)cc3)C2=O)ccc1Oc1ccc([N+](=O)[O-])cn1
  -1	-3	-4	-2	0	-7	4	0	-10
47: CCCCn1nc2cc(C(=O)NCC34CC5CC(CC(C5)C3)C4)ccc2c1OC
  0	4	1	1	-4	-4	7	1	3
48: COc1ccc(CNC(=O)CN(Cc2ccccc2OC)C(=O)c2csnn2)cc1
  0	-3	3	0	6	2	6	4	-5
49: Cc1ccc(CNC(=O)CN2C(=O)COc3ccc(C)cc32)cc1
  8	-7	-3	-9	5	3	4	-1	2
50: Cn1cc(CN2CCN(Cc3ccc4c(c3)OCO4)CC2)c(-c2ccccc2F)n1
  7	7	-8	1	-2	-12	1	2	-2
51: Cc1ccc(S(=O)(=O)N2CCN(C(=O)N(C)C)CC2)cc1
  1	14	-1	3	-3	-6	2	0	-3
52: COCCNC(=O)C(c1cccs1)N(C(=O)Cn1nnc2ccccc21)c1ccc(OC)cc1 (configuration not stated)
  0	0	0	0	-2	0	1	1	0
53: Cc1cc(N2CCN(C)CC2)nc2ccc(NC(=O)c3ccccc3F)cc12
  6	-11	-1	1	3	-3	0	2	1
54: CC(Sc1ccccc1)C(=O)NNC(=O)c1csc(N2CCOCC2)n1 (configuration not stated)
  3	10	-1	1	-4	0	-1	2	-1
55: O=C(Nc1ccc2c(c1)OCO2)O[C@@H]1C[C@H]2CCCC(=O)N3CC[C@@H](C1)[C@@H]23
  14	2	0	0	-3	2	-7	5	2
56: C=CC[C@H](CC(=O)N(CCO)Cc1ccccc1)C(=O)NCCOC(=O)[C@H](CC=C)CC(=O)OC(C)(C)C
  18	nt	nt	-6	7	nt	2	1	0
57: COc1ccccc1N1CCN(CC(O)COc2ccc3c(C)cc(=O)oc3c2)CC1 (configuration not stated)
  1	-1	2	-1	13	11	4	5	2
58: O=C(Nc1cccc(S(=O)(=O)C(F)F)c1)c1ccc(S(=O)(=O)N2CCCCC2)cc1
  3	-20	-23	4	4	-37	-5	0	-8
59: CCCc1cc(N2CCN(C(=O)c3ccco3)CC2)n2c(nc3ccccc32)c1C#N
  4	-20	0	-2	7	-1	0	2	-1
60: Cc1cccc(N)c1SC1CCCCC1O (configuration not stated)
  -3	0	-1	-2	-2	3	5	2	6

(list continues)
Fields – PREPL inh	GSTO1 counter	LYPLA1 inh	PAD4 inh	PAFAH1B3 FP inh	LYPLA2 counter	PAFAH1B2 inh	pPAFAH inh	PAFAH2 FP inh
61: Cc1cc(Cl)ccc1OCCCC(=O)N/N=C/c1cccc([N+](=O)[O-])c1
  -55	-7	-3	-4	-8	-5	6	0	0
62: COc1ccc(CCNC(=O)COC(=O)c2cc(S(=O)(=O)N3CCCC3)ccc2O)cc1
  12	nt	5	0	4	3	2	-4	4
63: CCc1nnc2n1N=C(c1cccc([N+](=O)[O-])c1)CS2
  3	-7	-2	-2	0	-2	0	6	0
64: CC(C)c1nc2oc3c(NCc4cccnc4)ncnc3c2c2c1CCC2
  0	2	1	0	6	4	-5	6	-12
65: COc1ccc(/C=N/NC(=O)NC23CC4CC(CC(C4)C2)C3)c(OC)c1
  12	1	-4	-2	0	-2	0	-1	7
66: CCOC(=O)Cc1csc(NC(=O)CSc2nnc(-c3ccc(C)cc3)o2)n1
  3	-2	0	0	-3	2	-1	2	2
67: COc1cc(/C=C/C(=O)OCC(=O)NCc2ccco2)ccc1O
  -4	3	-3	-2	4	-2	4	6	66*
68: O=S(=O)(c1ccccc1)c1nc(-c2ccco2)oc1NCc1ccccc1
  6	1	-1	3	8	-3	2	14	9
69: CC(Sc1ccc(Cl)cc1)C(=O)Nc1ccc(S(=O)(=O)N2CCOCC2)cc1 (configuration not stated)
  -1	-1	0	-2	13	4	31*	9	3
70: OCC1CCCN(c2nc(CN3CCCCC3)nc3scc(-c4ccccc4)c23)C1 (configuration not stated)
  5	12	-1	-3	4	5	3	-3	-3
71: COC(=O)c1ccc(C)c(NS(=O)(=O)c2ccc(OC)c(OC)c2)c1
  7	5	0	-2	11	-4	5	1	3
72: Cc1ccc(CCNC(=O)CN(c2ccc(C)cc2)S(=O)(=O)c2c(C)noc2C)cc1
  -57	-7	-2	2	8	-1	4	7	-5
73: Cc1cc(C)nc(SCc2ccc(Cl)cc2)n1
  8	0	-2	3	5	5	9	6	2
74: Cc1ccnc(NC(=O)CSc2ccccn2)c1
  3	6	2	-2	-5	-2	4	-11	-1
75: COCCn1c(SCc2ccccc2Cl)nc2c1c(=O)[nH]c(=O)n2C
  16	-2	0	0	7	0	5	2	-1

Bioassay records deposited in PubChem by The Scripps Research Institute Molecular Screening Center.
